GAA inh: alpha-glucosidase (human) inhibition; Potency, µM (titrated, usually from 76.9 µM), inactives show at the highest dose activity change, negative = inhibition, actives largely listed as inhibitors; purified human GAA, 4-MU-alpha-glucoside fluorescence; actives 0.005% (n = 200,000); P10253; AID 1466;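 also: potency is read from the fitted curve at half-maximal effect; plate controls were uninhibited enzyme wells for no effect and no-enzyme background for full effect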
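Read-out is 4-methylumbelliferone fluorescence (Ex 365/Em 440 nm) after NaOH/glycine stop at pH 10. Enzyme 4 nM, substrate 400 uM, pH 5.0 citrate buffer, 20 min room temperature; AC50 from Hill-equation concentration-response.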
GAA glycogen: GAA glycogen-cleavage inhibition or activation. recombinant GAA, glycogen substrate, Amplex Red glucose oxidase fluorescence. Potency, µM (series often up to 76.4 µM), for inactives: top-dose activity change, negative = inhibition, hits mostly inhibitors. actives 0.38% (n = 300,000);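 also: potency is read from the fitted curve at half-maximal effect; 0% = full enzyme reaction and -100% = no-enzyme basal signal; the screen sought inhibitors and activators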
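Recombinant human enzyme (4 nM); glycogen substrate; 37 C, 40 min, pH 5.0. Readout: coupled glucose oxidase/Amplex Red fluorescence.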
HttQ103 aggreg: reduces HttQ103-GFP aggregates in PC12 cells. actives 1.1% (n = 220,000). PC12 HttQ103-GFP aggregates, Acumen cytometry, 40 h. Potency, µM (doses to about 46.1 µM), without a hit: at the top dose activity change, negative = inhibition, hits mostly inhibitors. AID 1688; also: potency is read from the fitted curve at half-maximal effect; % is scaled to controls: 0 for no effect and ±100 for the full control effect; nearly all actives have a fitted effect of over 60% in size
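Multiplexed with ATP-based cell death, this channel scores GFP aggregates in PC12 cells expressing inducible HTTex1-Q103-GFP. Induction used 100 nM tebufenozide; compounds were tested in concentration series.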
HTT ATP protect: Huntington cell model cytoprotection by ATP luminescence; PC12 HTT-Q103 induced, cytoprotection, ATP luminescence, 40 h; actives 0.14% (n = 230,000); Potency, µM (series often up to 56.4 µM), without a hit: cytoprotection (ATP increase), most hits filed as activators;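 also: potency is read from the fitted curve at half-maximal effect; % of control where 0% means no effect; nearly all actives have a fitted effect of over 45% in size; toxic huntingtin expression switched on by the ecdysone agonist tebufenozide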
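Compounds were screened for protection of PC12 cells against cell death after tebufenozide induction (100 nM final) of mutant Huntingtin exon 1 (Q103) fused to GFP.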
CBFb RUNX1 block: blocks binding between human CBF-beta and RUNX1 | Q01196+Q13951 | AlphaScreen CBFb-His/RUNX1-biotin binding, biochemical | Potency, µM (titrated, usually from 59.8 µM), inactives show top-dose activity, negative = inhibition, most hits filed as inhibitors | 230,000 tested, under 10 active | AID 1477; also: % of control where 0% means no effect
Target sequence (Q01196 whole entry, looked up): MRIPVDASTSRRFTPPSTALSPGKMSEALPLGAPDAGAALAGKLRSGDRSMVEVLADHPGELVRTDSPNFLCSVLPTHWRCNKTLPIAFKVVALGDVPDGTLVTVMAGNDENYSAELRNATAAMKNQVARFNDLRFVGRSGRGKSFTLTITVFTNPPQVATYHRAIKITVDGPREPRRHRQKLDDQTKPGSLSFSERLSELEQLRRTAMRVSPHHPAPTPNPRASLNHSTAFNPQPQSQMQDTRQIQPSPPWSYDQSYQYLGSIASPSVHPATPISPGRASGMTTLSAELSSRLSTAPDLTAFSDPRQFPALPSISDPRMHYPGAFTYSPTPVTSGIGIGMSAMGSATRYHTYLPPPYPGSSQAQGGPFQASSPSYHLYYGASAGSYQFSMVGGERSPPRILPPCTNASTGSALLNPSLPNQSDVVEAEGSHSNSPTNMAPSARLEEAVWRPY
Target sequence (Q13951 whole entry, looked up): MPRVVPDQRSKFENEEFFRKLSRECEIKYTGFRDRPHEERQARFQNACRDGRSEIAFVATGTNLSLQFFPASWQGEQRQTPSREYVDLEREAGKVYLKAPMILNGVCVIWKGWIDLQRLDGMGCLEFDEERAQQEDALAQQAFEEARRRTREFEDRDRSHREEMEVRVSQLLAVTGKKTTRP
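Read-out: AlphaScreen. Format: His-CBF-beta with biotinylated RUNX1 (30 nM each) preincubated 20 min, compound 15 min, Ni-chelate plus streptavidin beads 90 min; room temperature throughout.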
GAA spleen mod: inhibitors or activators of human alpha-glucosidase in spleen homogenate | P10253 | human spleen homogenate, 4-MU-alpha-glucoside fluorescence | Potency, µM (titrated, usually from 79.9 µM), for the others: at the top dose activity change, negative = inhibition, hits mostly inhibitors | actives 0.006% (n = 240,000);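 also: potency is read from the fitted curve at half-maximal effect; 0% = enzyme with vehicle and -100% = no enzyme basal signal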
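Human spleen homogenate (1 ug) incubated with compounds and 1 mM 4-methylumbelliferyl-alpha-D-glucopyranoside in pH 5.0 citrate/phosphate buffer, 37 C, 40 min. Stopped at pH 10; 4-MU fluorescence (Ex 365/Em 440 nm); AC50 by Hill fit.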
Lamin A splicing: modulators of lamin A splicing | HeLa LMNA splicing GFP/RFP minigene ratio, 48 h | Potency, µM (top dose mostly 46.1 µM), inactives show at the top dose ratio change, negative = inhibition, usual class: inhibitors | actives 0.01% (n = 200,000) | AID 1487; active = well fitted inhibition curve with a large enough effect in the signal ratio, with a control signal flat, not every such curve was filed as active; inconclusive = small, poorly fitted or top-dose-only effect, or effect the other way, or a change in a side signal; the % refers to the signal ratio; also: potency is read from the fitted curve at half-maximal effect; % is scaled to controls: 0 for no effect and ±100 for the full control effect
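S3 HeLa cells stably expressing lamin A-EGFP splicing minigene plus DsRed2, 600 cells/well, 48 h compound exposure at 37C. Laser-scanning cytometry; analysed as GFP (500-530 nm)/RFP (575-640 nm) total intensity ratio; 0.5% DMSO vehicle.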
Numbers without * were called inactive; ? = inconclusive; / = not tested or not shown; [ ] = another dose, or the depositor's remark. Unless noted, calls follow the shape of the dose curve; as a rule, active = well fitted curve in the direction sought with a large enough effect; inconclusive = small, poorly fitted or top-dose-only effect, or another doubt; inactive = no such curve, though single readings can be large; an effect the other way counts as inactive or inconclusive. Not a hit list; 1.5% or so of the library scored in one or more.

1) COC(=O)CNC(=O)c1nn(-c2cccc(OC)c2)c(=O)c2ccccc12
2) CCOC(CCn1c(SCc2ccc([N+](=O)[O-])cc2)nc2ccccc2c1=O)OCC
3) NC(=O)Nc1ccc(Cl)cc1
4) COc1ccc(Nc2nc(N)nc(CN3CCC(Cc4ccccc4)CC3)n2)cc1
5) O=C(NCC1CCCO1)C1CCN(C2CCN(C(=O)CC3CCCC3)CC2)CC1 (stereo not drawn)

assay / entry,1,2,3,4,5
GAA inh,-3%,1%,/,3%,/
GAA glycogen,2%,5%,0%,-6%,1%
HttQ103 aggreg,-9%,3%,-8%[9.22 µM],-18%,-18%[9.22 µM]
HTT ATP protect,0%,3%[10 µM],10%[10 µM],-13%[10 µM],6%[10 µM]
CBFb RUNX1 block,1%,-2%,12%,?,37%
GAA spleen mod,3%,-6%,2%,0%,0%
Lamin A splicing,-12%,?,/,-13%,/

6) COc1ccc(NC(=O)COc2ccc3c(c2)CCC3)cc1
7) CCOC(=O)C1CCN(C(=O)COc2ccc(Cl)cc2)CC1
8) O=C(O)c1cc(S(=O)(=O)N2CCCCC2)ccc1F
9) CCn1nnnc1NCc1ccc(OCc2c(F)cccc2Cl)c(OC)c1
10) COc1ccc(OCCOC(=O)c2ccc(-n3cnnn3)cc2)cc1

assay / entry,6,7,8,9,10
GAA inh,-2%,-2%,0%,8%,-3%
GAA glycogen,-2%,8%,-1%,19%,-6%
HttQ103 aggreg,2%,-5%,-5%,11%,-10%
HTT ATP protect,-30%[inhibitor],-9%,23%,-29%,-3%[10 µM]
CBFb RUNX1 block,18%,4%,-4%,-4%,2%
GAA spleen mod,-1%,-2%,-6%,8%,-1%
Lamin A splicing,-24%[46 µM],1%,2%,/,1%

11) C#CCOCCOCCOCCNc1nc(N2CCN(C(=O)[C@H]([C@@H](C)CC)n3cc([C@@H](N)CC(C)C)nn3)CC2)nc(N2CCN(C(=O)[C@H](Cc3cc4ccccc4[nH]3)n3cc([C@@H](N)Cc4ccc(O)cc4)nn3)CC2)n1
12) CCC(=O)N1CCN(c2ccc(NC(=O)c3ccc(-c4ccccc4)cc3)cc2)CC1
13) Cc1cc(C)cc(NC(=O)c2oc3ccccc3c2COc2ccccc2)c1
14) Cc1ccc2[nH]c(=O)cc(C(=O)OC(C)C)c2c1
15) CCCn1nc(C(=O)Nc2nc3ccccc3[nH]2)c2ccccc2c1=O

assay / entry,11,12,13,14,15
GAA inh,/,0%,5%,/,3%
GAA glycogen,-13%,3%,-7%,-9%,4%
HttQ103 aggreg,-8%[9.22 µM],6%,15%,-20%[9.22 µM],-9%
HTT ATP protect,-14%[10 µM],0%,18%[10 µM],7%[10 µM],15%[10 µM]
CBFb RUNX1 block,-4%,-3%,21%,6%,-6%
GAA spleen mod,-10%,1%,-7%,-2%,0%
Lamin A splicing,/,2%,?,/,-7%

16) S=C1SCN(Cc2cccnc2)CN1Cc1cccnc1
17) CCN(CC)CCCOC(=O)C(c1ccccc1)c1ccccc1
18) Cc1ccc(/C=N/NC(=S)NC2CCS(=O)(=O)C2)cc1 (stereo not drawn)
19) COc1ccc(CNC(=O)OCCN2CCN(S(=O)(=O)c3ccc(C)cc3)CCC2=O)cc1
20) CCOC(=O)c1sc2nc(C(C)C)c3c(c2c1N)CC(C)(C)OC3

assay / entry,16,17,18,19,20
GAA inh,4%,-3%,-2%,-1%,6%
GAA glycogen,?,0%,-11%,-5%,5%
HttQ103 aggreg,-10%[9.22 µM],15%,-13%,-6%,3%
HTT ATP protect,-53%[inhibitor][10 µM],-12%,4%[10 µM],/,-10%
CBFb RUNX1 block,-1%,4%,5%,0%[2.36 µM],1%
GAA spleen mod,6%,-17%,-7%,2%,-2%
Lamin A splicing,/,3%[46 µM],-9%,-2%,3%

21) O=C(CNc1ccc(Cl)cc1)NNC(=S)NCc1ccccc1
22) O=C(COc1ccc(Cl)cc1Cl)NC1CCSC1=O (stereo not drawn)
23) COc1cccc(C2=NNC(=NCc3ccccc3)SC2)c1
24) COc1ccc2oc(=Nc3ccc(C(=O)O)cc3)c(C(=O)NCc3ccco3)cc2c1
25) NS(=O)(=O)c1ccc(NC(=O)C2COc3ccccc3O2)cc1 (stereo not drawn)

assay / entry,21,22,23,24,25
GAA inh,5%,-8%,-1%,-1%,-4%
GAA glycogen,?,0%,?,5%,-2%
HttQ103 aggreg,4%[9.22 µM],-21%,7%,2%,-6%
HTT ATP protect,24%[10 µM],10%,-21%[10 µM],-4%[10 µM],8%
CBFb RUNX1 block,-8%,2%,?,-20%,3%
GAA spleen mod,-5%,3%,-4%,-1%,-26%
Lamin A splicing,?,-4%,/,15%[46 µM],-3%

26) CC(SCc1ccccc1)C(=O)Nc1ccc(F)cc1 (stereo not drawn)
27) CC1=CN2C(=N)/C(=C/c3ccc(Sc4ccc(Cl)cc4)o3)C(=O)N=C2S1
28) Cc1ccc(-c2nc(C=Nc3cccc(C)c3)c(O)o2)cc1
29) CC1(C)CC(C)(O)N(Cc2ccccc2)C(=S)N1 (stereo not drawn)
30) Cc1cc(C(=O)CN2C(=O)NC(CC(C)C)C2=O)c(C)n1-c1ccccc1F (stereo not drawn)

assay / entry,26,27,28,29,30
GAA inh,-3%,-7%,0%,-9%,-6%
GAA glycogen,16%,13%,-12%,-3%,1%
HttQ103 aggreg,-1%,20%,11%,16%,-6%
HTT ATP protect,/,12%[1.9 µM],-18%,-17%[10 µM],-23%
CBFb RUNX1 block,11%,2%,0%,-9%,-3%
GAA spleen mod,9%,-3%,4%,-13%,-6%
Lamin A splicing,-17%[46 µM],?,7%[46 µM],-4%,-2%[46 µM]

31) CCc1ccc(NC(=O)CSc2nc3ccccc3c(=O)n2CCCC(=O)NCCCN2CCOCC2)cc1
32) Cc1[nH]c2ccccc2c1C(=O)CSc1nc2cc(S(=O)(=O)N3CCCCC3)ccc2o1
33) Cc1ccc(Oc2nc(CN3CCOCC3)nc3sc4c(c23)CCC(C)C4)cc1 (stereo not drawn)
34) Fc1ccc(COc2cccc(-c3n[nH]c(=S)o3)c2)cc1
35) CCSCc1nnc(SCC(=O)Nc2cc(F)ccc2C)n1C

assay / entry,31,32,33,34,35
GAA inh,?,-5%,?,/,6%
GAA glycogen,3%,-3%,-16%,-11%,10%
HttQ103 aggreg,-22%,-32%,?,7%[9.22 µM],7%
HTT ATP protect,-65%[inhibitor],-31%,-87%[inhibitor][10 µM],-6%[10 µM],18%
CBFb RUNX1 block,-3%,-4%,-2%,-7%,2%
GAA spleen mod,-2%,-1%,-9%,0%,2%
Lamin A splicing,?,?,?,/,5%[46 µM]

36) COc1ccc(S(=O)(=O)Nc2ccccn2)cc1OC
37) COc1cc(NC(=O)CCCl)cc(-n2cnnn2)c1
38) CCCCOC(=O)n1c(=O)oc2ccc(S(=O)(=O)N3CCCCC3)cc21
39) O=C(CSc1nnnn1C1CC2CCC1C2)Nc1ccnc2ccccc12 (stereo not drawn)
40) COc1ccc([C@H](C)NC[C@H](O)c2ccc(O)c(NC=O)c2)cc1

assay / entry,36,37,38,39,40
GAA inh,-16%,-5%,/,3%,4%
GAA glycogen,-6%,-9%,-6%,-12%,-2%
HttQ103 aggreg,-3%,-5%,-28%[9.22 µM],?,27%
HTT ATP protect,-11%[0.074 µM],-32%,4%[10 µM],21%[10 µM],36%
CBFb RUNX1 block,12%,-1%,2%,4%,6%
GAA spleen mod,-2%,2%,3%,10%,0%
Lamin A splicing,-6%,/,/,?,/

41) CC(C)(C)OC(=O)NC(CO)c1cn([C@@H](Cc2cc3ccccc3[nH]2)C(=O)N2CCN(C(=O)OC(C)(C)C)CC2)nn1 (stereo partly drawn)
42) N#Cc1ccccc1NC(=O)COC(=O)c1ccc2c(c1)OCCO2
43) Cc1[nH]nc(SCC(=O)NCCc2ccccc2)c1[N+](=O)[O-]
44) CCOc1cc(C(=O)Nc2c3c(nn2C(C)(C)C)CS(=O)C3)cc(OCC)c1OCC (stereo not drawn)
45) COc1ccc(/C=C/C(=O)NCc2nc3ccccc3[nH]2)cc1OC
46) O=c1[nH]cnc2c1nc(SCc1ccccc1)n2C1OC(CO)C(O)C1O (stereo not drawn)
47) Cc1nc2cnc(Oc3cccc(Cl)c3)nc2n(Cc2ccc(F)cc2)c1=O
48) COc1ccc(-c2cnc(SCC(=O)Nc3ccc4c(c3)OCO4)n2Cc2ccco2)cc1

assay / entry,41,42,43,44,45,46,47,48
GAA inh,/,-13%,-11%,?,8%,?,/,-7%
GAA glycogen,-5%,7%,-12%,0%,7%,3%,/,-10%
HttQ103 aggreg,-20%[9.22 µM],-6%,1%[9.22 µM],22%,6%,-5%,/,9%
HTT ATP protect,-7%[10 µM],-4%,-3%,4%[10 µM],-28%,-18%[10 µM],14%,-28%[10 µM]
CBFb RUNX1 block,12%,1%,-4%,4%,-8%,5%,/,?
GAA spleen mod,2%,7%,-14%,-7%,-2%,3%,-9%,-7%
Lamin A splicing,/,2%,3%[46 µM],-8%,10%[46 µM],-12%,21%,-1%

Gathered by group, the compounds so far containing a Cl atom (8)
3) NC(=O)Nc1ccc(Cl)cc1
7) CCOC(=O)C1CCN(C(=O)COc2ccc(Cl)cc2)CC1
9) CCn1nnnc1NCc1ccc(OCc2c(F)cccc2Cl)c(OC)c1
21) O=C(CNc1ccc(Cl)cc1)NNC(=S)NCc1ccccc1
22) O=C(COc1ccc(Cl)cc1Cl)NC1CCSC1=O (stereo not drawn)
27) CC1=CN2C(=N)/C(=C/c3ccc(Sc4ccc(Cl)cc4)o3)C(=O)N=C2S1
37) COc1cc(NC(=O)CCCl)cc(-n2cnnn2)c1

assay / entry,3,7,9,21,22,27,37
GAA inh,/,-2%,8%,5%,-8%,-7%,-5%
GAA glycogen,0%,8%,19%,?,0%,13%,-9%
HttQ103 aggreg,-8%[9.22 µM],-5%,11%,4%[9.22 µM],-21%,20%,-5%
HTT ATP protect,10%[10 µM],-9%,-29%,24%[10 µM],10%,12%[1.9 µM],-32%
CBFb RUNX1 block,12%,4%,-4%,-8%,2%,2%,-1%
GAA spleen mod,2%,-2%,8%,-5%,3%,-3%,2%
Lamin A splicing,/,1%,/,?,-4%,?,/

47) Cc1nc2cnc(Oc3cccc(Cl)c3)nc2n(Cc2ccc(F)cc2)c1=O

assay / entry,47
GAA inh,/
GAA glycogen,/
HttQ103 aggreg,/
HTT ATP protect,14%
CBFb RUNX1 block,/
GAA spleen mod,-9%
Lamin A splicing,21%

Source: PubChem BioAssay
